FBW7 activator = human FBW7 E3 ligase activation, primary screen. 650,000 compounds, 0.13% hits. Q969H0. normalized activity (activation), % at 26.1 µM. AlphaScreen FBW7–phospho-cyclin E peptide binding, activator screen; in the data active = normalized activity above about 1.9%;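 also: purified mutant Fbw7 with reduced substrate affinity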
MITF primary = inhibitors of human MITF | 650,000 compounds, 0.91% hits | inhibition, % at 2.6 µM | AlphaScreen MITF homodimerization, bead proximity signal; in the data active = inhibition above about 50%;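 also: 0% = vehicle wells with protein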
Target sequence (O75030 whole entry, looked up): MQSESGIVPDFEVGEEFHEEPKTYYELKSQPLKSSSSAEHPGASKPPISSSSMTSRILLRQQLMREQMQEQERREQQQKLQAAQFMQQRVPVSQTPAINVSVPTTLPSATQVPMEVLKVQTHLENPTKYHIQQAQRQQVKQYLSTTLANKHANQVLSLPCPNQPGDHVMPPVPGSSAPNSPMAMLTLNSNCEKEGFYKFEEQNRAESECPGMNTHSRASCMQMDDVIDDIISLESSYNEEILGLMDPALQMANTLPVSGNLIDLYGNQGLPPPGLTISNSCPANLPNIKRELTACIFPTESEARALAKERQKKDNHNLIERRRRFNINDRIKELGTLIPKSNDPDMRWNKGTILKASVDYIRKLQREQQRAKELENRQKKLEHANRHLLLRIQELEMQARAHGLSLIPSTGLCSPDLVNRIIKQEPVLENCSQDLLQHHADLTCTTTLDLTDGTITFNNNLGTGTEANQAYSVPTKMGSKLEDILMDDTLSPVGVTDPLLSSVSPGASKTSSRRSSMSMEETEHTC
GPR151 activ = human GPR151 activation. 650,000 compounds, 1% hits. PathHunter beta-arrestin GPR151 cells, luminescence. activation, % at 11.2 µM; in the data active = activation above about 4.9%;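 also: 0% = median of compound wells and 100% = cells with positive control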
Target sequence (Q8TDV0 whole entry, looked up): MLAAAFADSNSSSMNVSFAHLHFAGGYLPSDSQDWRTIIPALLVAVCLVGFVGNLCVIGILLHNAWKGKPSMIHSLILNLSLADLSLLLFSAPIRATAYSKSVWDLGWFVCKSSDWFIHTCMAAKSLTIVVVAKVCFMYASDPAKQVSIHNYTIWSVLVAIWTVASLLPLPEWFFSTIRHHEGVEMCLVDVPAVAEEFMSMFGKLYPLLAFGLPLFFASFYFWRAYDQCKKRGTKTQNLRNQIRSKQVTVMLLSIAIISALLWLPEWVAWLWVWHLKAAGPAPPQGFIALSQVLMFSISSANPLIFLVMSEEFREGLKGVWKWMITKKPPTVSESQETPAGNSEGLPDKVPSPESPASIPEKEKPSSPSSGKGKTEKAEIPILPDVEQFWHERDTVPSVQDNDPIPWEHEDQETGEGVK
TEAD-YAP inh = TEAD-YAP interaction inhibition; AID 1259422; inhibition, % at 9.12 µM; HEK-TIYL cells, TEAD-Gal4/YAP UAS-luciferase luminescence; 640,000 compounds, 1.4% hits; in the data active = inhibition above about 32%;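 also: 0% = median of test compound wells and 100% = reference inhibitor wells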
* hit, by the source's call.

SMILES	FBW7 activator	MITF primary	GPR151 activ	TEAD-YAP inh
Nc1cc(-c2ccccc2)nn1Cc1cccc(Cl)c1	0.1	-4	-0.4	9
O=C(Nc1ccc(F)c(Cl)c1)c1nn2c(C(F)(F)F)cc(-c3ccccc3)nc2c1Br	0.0	6	-1.4	-3
CCOc1ccc(C(=O)Nc2cc(-c3nc4ncccc4o3)ccc2C)cc1	0.0	6	0.3	-7
O=C(N(c1ccc(F)cc1)C1C=CS(=O)(=O)C1)C12CC3CC(CC(C3)C1)C2 (stereo not given)	0.1	1	-1.3	0
CCOc1ccc(C(=O)Nc2cc3nn(-c4ccc(OC)cc4)nc3cc2C)cc1[N+](=O)[O-]	-0.2	-11	1.8	-12
C=CCn1c(COc2ccccc2F)nnc1SCC#N	0.1	-2	-0.3	-2
O=C1c2ccccc2COc2ccc(O)cc21	-0.1	-1	-0.6	-6
O=C(O)c1cccc(-n2[nH]c(C(F)(F)F)cc2=O)c1	-0.1	7	0.0	-5
Cc1nc(NC(C)C)c2nnn(Cc3ccccc3)c2n1	0.1	12	-0.5	-2
Cc1cc2c(c(N3CCOCC3)n1)C(=O)OC2	0.1	-6	-0.4	2
Cc1ccc(-c2nc(-c3cccnc3)no2)cc1	-0.1	-7	-1.5	-47
CCCCCc1ccc(-c2ccc(C(=O)Oc3ccc(OCCCC)cc3)cc2)nc1	-0.1	3	1.1	3
O=C(Nc1ccc(O)c(-c2nc3ccccc3s2)c1)c1cccc(Oc2ccccc2)c1	0.0	61*	0.5	0
O=C1[C@@H]2C[C@H](NCc3cccs3)CN2C(=O)[C@H]2CCCN12	-0.1	10	0.8	1
Cc1nn(C)cc1C(=O)N1CCN(Cc2ccccc2F)C[C@@H]1C(C)C	0.1	-2	0.2	-1
Cc1cc(S(=O)(=O)NC(C)C)ccc1OCC(=O)NCc1ccco1	-0.1	-1	2.8	12
Cc1ccc(Cn2nnc3c(=O)n(CC(=O)NCc4ccccc4)cnc32)cc1	-0.2	-3	0.6	31
CCc1cc(C)cc(OCCOc2ccc(-c3nc4sc5c(c4c(=O)[nH]3)CCCC5)cc2OC)c1	0.0	1	-0.5	-6
CCOCCc1nnc(NC(=O)Cc2c(F)cccc2Cl)s1	-0.1	5	0.9	13
O=C(Nc1cc(Cl)cc(Cl)c1)c1cc(S(=O)(=O)NC2CCCC2)ccc1F	0.0	5	1.5	-8
O=C(COC(=O)c1ccccc1N1C(=O)C2C3C=CC(C3)C2C1=O)c1ccc(Cl)c([N+](=O)[O-])c1 (stereo not given)	0.0	3	1.5	2
O=C1/C(=C/c2ccc(-c3ccc(Br)cc3)o2)C=C(c2ccccc2)N1c1cccc(Cl)c1Cl	0.1	6	-1.5	-8
Cn1c2ccccc2c2nn3c(=S)[nH]nc3nc21	-0.1	0	-0.6	3
CCn1cc(C(=O)Nc2cccc(O)c2)c(=O)c2ccc(C)nc21	0.0	12	0.2	2
O=C(N/N=C/c1ccc([N+](=O)[O-])s1)c1cccc(F)c1	-0.1	-1	2.2	-24

Next section:
SMILES	FBW7 activator	MITF primary	GPR151 activ	TEAD-YAP inh
Cc1c(C)n2c3c(=O)n(CC(C)C)c(=O)n(C)c3nc2n1-c1cccc(Cl)c1	0.0	1	0.9	-4
COC(=O)N(C)Cc1nc2ccccc2n1CC(=O)N1CCOCC1	-0.1	9	1.2	12
NS(=O)(=O)c1ccc(Nc2c([N+](=O)[O-])cc(C(=O)O)cc2[N+](=O)[O-])cc1	0.0	-6	0.7	-1
Cc1c(C)n2c3c(=O)[nH]c(=O)n(C)c3nc2n1-c1ccccc1	-0.2	-6	0.1	-1
COc1ccc(CNC(=O)[C@@H]2C=CCN2S(C)(=O)=O)cc1	-0.1	6	0.0	9
COC(=O)C12CCC(C)(C(=O)C1)C2(C)C (stereo not given)	-0.1	-1	3.9	7
CC1CCN(CCCNc2nc(=S)[nH]c3ccccc23)CC1	0.0	-1	-3.0	3
NC(=O)NCCCC(=O)OCC(=O)Nc1cc(Cl)ccc1Oc1ccccc1	-0.3	-6	2.5	10
COc1cccc(CN2C[C@@H]3C[C@@H](c4ccc(C)s4)N4CCC[C@@]34C2=O)c1	-0.2	4	1.8	3
Cc1ccc(C(=O)C2=C(O)C(=O)N(Cc3cccnc3)C2c2ccc(C(C)(C)C)cc2)o1 (stereo not given)	-0.1	-10	2.3	-5
CC(C)N1C(=O)CCC1C(=O)NCc1ccccc1Cl (stereo not given)	0.1	3	-0.3	9
COc1ccc(C(=O)[C@@H]2[C@@H](c3ccsc3)C(C#N)(C#N)[C@H]3C=Cc4ccccc4N23)cc1	0.1	15	3.7	60*
CC(C)NC(=O)N1CCC(C(=O)NC(c2ccc(Cl)cc2)c2ccsc2)CC1 (stereo not given)	0.1	-13	-1.6	2
Cc1[nH]n(-c2ccccc2)c(=O)c1/C=N/N(C)C	-0.7	6	2.0	2
C/C(N)=C(/C#N)C(=O)COC(=O)c1cc2c(s1)CCCC2	0.0	-4	-0.8	-8
COc1cccc(-c2cncc(-c3cccc(C(=O)NCCO)c3)n2)c1	-0.1	-6	-0.8	-1
COc1ccc(Cl)cc1NC(=O)CC(C(=O)O)N1CCN(C)CC1 (stereo not given)	-0.2	-10	-1.3	2
CCOc1cc(CNn2cnnc2)cc(Br)c1OCC(=O)NC(C)(C)C	0.0	9	0.3	-4
COc1cccc(CNC(=O)c2sc(=S)n3c2[nH]c(=O)c2ccccc23)c1	0.0	-4	-0.2	-1
COc1cccc(CNC(=O)CCNS(=O)(=O)c2ccc(C)cc2)c1	-0.1	17	-0.1	0
Cc1ccc(/C=N/NC(=O)c2ccco2)cc1	-0.1	-1	0.0	-49
C/C(=N\NC(=O)CN(c1ccc([N+](=O)[O-])cc1)S(=O)(=O)c1ccccc1)C(C)(C)C	0.0	-10	1.8	-14
Cc1ccc(C(=O)N/C(=C/c2cccc([N+](=O)[O-])c2)C(=O)Nc2ccc(Cl)cc2)cc1	0.0	0	-0.8	5
CCCCNC(=O)c1ccccc1NC(=O)c1ccc(Cl)cc1	-0.2	-2	-0.2	-6
COc1ccc(OCC(=O)N/N=C(\C)c2cccc([N+](=O)[O-])c2)c(Br)c1	0.1	10	0.8	0

Full records as entered above. Order of screens: FBW7 activator, MITF primary, GPR151 activ, TEAD-YAP inh
Profile of Cc1ccc(-c2nc(-c3cccnc3)no2)cc1 → -0.1, -7, -1.5, -47
Profile of CCc1cc(C)cc(OCCOc2ccc(-c3nc4sc5c(c4c(=O)[nH]3)CCCC5)cc2OC)c1 → 0.0, 1, -0.5, -6
Profile of COC(=O)N(C)Cc1nc2ccccc2n1CC(=O)N1CCOCC1 → -0.1, 9, 1.2, 12
Profile of NS(=O)(=O)c1ccc(Nc2c([N+](=O)[O-])cc(C(=O)O)cc2[N+](=O)[O-])cc1 → 0.0, -6, 0.7, -1
Profile of Cc1cc(S(=O)(=O)NC(C)C)ccc1OCC(=O)NCc1ccco1 → -0.1, -1, 2.8, 12

Later entries:
SMILES	FBW7 activator	MITF primary	GPR151 activ	TEAD-YAP inh
c1ccc2c(OCCNC3CCCC3)cccc2c1	-0.4	27	-2.2	9
Cc1ccc(NC(=O)C2C3C=CC4(O3)C2C(=O)N(Cc2ccccc2Cl)C4C(=O)NC2CCCCC2)cc1Cl (stereo not given)	0.1	3	-0.7	7
CC(C)(C)NC(=O)CSc1nnc2c(n1)[nH]c1ccc(F)cc12	-0.1	6	0.9	-3
CC1CCC(NC(=O)C2CCC(CNS(=O)(=O)c3cccc4cccnc34)CC2)CC1 (stereo not given)	0.2	20	0.3	4
Cc1cc2ncc(-c3[nH]ncc3[N+](=O)[O-])cn2n1	0.1	8	4.4	2
C=CCn1c(SCC(=O)NCc2ccco2)nc2scc(-c3ccccc3)c2c1=O	-0.1	-2	1.0	2
CN1C(=O)/C(=C/c2ccc(-c3ccccc3[N+](=O)[O-])o2)NC1=S	-0.1	9	-1.2	-6
CC(=O)c1cccc(-c2ncc(C(=O)NCc3ccccc3)s2)c1	0.2	0	3.7	6
NC(=O)CSc1ncnc2c1oc1ccccc12	-0.1	-3	-0.1	-10
CCOc1ccc(N(C(C)=O)C2SC(=O)N(c3ccccc3)C2=O)cc1 (stereo not given)	0.7	0	-1.5	-10
COc1ccc(CCNc2nc(-c3ccc(OC)nc3)nc3c2ncn3C2CCCCC2)cc1	-0.2	2	-1.4	6
CCOCCn1cnc2sc(C(=O)NCC3CCCO3)c(C)c2c1=O (stereo not given)	0.2	22	-0.2	3
CN(Cc1n[nH]c2c1CCCC2)C(=O)CCc1nnc(C2CCCCC2)o1	0.4	1	-0.1	-11
CS(=O)(=O)N1CCC(Cn2c(COc3ccccc3)nc3ccccc32)CC1	0.1	18	0.6	6
COc1nccnc1NS(=O)(=O)c1ccc(NC(=O)CSc2nc3ccccc3s2)cc1	0.0	18	-1.4	-8
CCOC(=O)c1c(-c2ccccc2)oc2ccc(O)c(CN(C)C)c12	-0.1	2	-0.5	-1
CS(=O)(=O)N1CCN(Cc2ccccc2Cl)CC1	0.1	4	1.1	-2
Clc1ccc(Cc2nc(-c3ccncc3)no2)cc1	-0.2	-5	0.0	8
O=C(CSc1nnc(-c2cccnc2)o1)c1ccccc1	-0.2	5	5.9*	-21
CCN(CC)C(=O)c1ccc(OC)c([N+](=O)[O-])c1	0.0	4	0.7	20
CC(C)C(=O)Nc1ccc(NC(=O)c2ccccc2F)cn1	0.1	15	-0.1	-30
CCOc1ccc(NC(=O)c2c(NC(=O)CCC(=O)O)sc3c2CCC(C(C)(C)C)C3)cc1 (stereo not given)	0.1	2	0.8	3
O=C(Cc1cccs1)N1c2ccccc2CCc2ccccc21	0.0	-10	0.5	-8
CCOC(=O)c1sc(NC(=O)C(C)Sc2nnc(CNC(=O)c3ccc(OC)cc3)n2C2CCCCC2)c(C(=O)OCC)c1C (stereo not given)	0.1	-9	-1.3	-5
Cc1cc(NC(=O)CCS(=O)(=O)c2cccc3nsnc23)no1	-0.1	-4	-0.2	-2

Pulled one by one from the list above, 4 records:
SMILES	FBW7 activator	MITF primary	GPR151 activ	TEAD-YAP inh
CS(=O)(=O)N1CCC(Cn2c(COc3ccccc3)nc3ccccc32)CC1	0.1	18	0.6	6
O=C(CSc1nnc(-c2cccnc2)o1)c1ccccc1	-0.2	5	5.9*	-21
CCN(CC)C(=O)c1ccc(OC)c([N+](=O)[O-])c1	0.0	4	0.7	20
CCOc1ccc(N(C(C)=O)C2SC(=O)N(c3ccccc3)C2=O)cc1 (stereo not given)	0.7	0	-1.5	-10

(continued)
SMILES	FBW7 activator	MITF primary	GPR151 activ	TEAD-YAP inh
COc1ccc(/C(C#N)=C/N2CCOCC2)cc1OC	0.0	-11	0.4	-12
Nc1ncncc1-c1ccc([N+](=O)[O-])cc1	0.1	10	1.1	7
CSc1nc2ccccc2c(=O)n1CCc1ccccc1	-0.1	10	-0.3	-8
COc1ccc(OC)c(NC(=S)N2CCN(C(=O)c3ccco3)CC2)c1	-0.1	-5	0.6	0
COc1cc2nc(N3CCC(N4CCOCC4)CC3)nc(Nc3ccc4c(c3)OCO4)c2cc1OC	-0.3	-5	-0.8	-6
Cc1c(C(=O)N2CCN(c3ccccc3)CC2)sc2ncnc(N3CCN(c4ccccn4)CC3)c12	-0.1	4	1.0	2
Fc1ccc(-n2cc(-c3ccccc3)c3c(NCc4ccccn4)ncnc32)cc1	-0.3	-3	1.3	-13
CN(c1ccccc1)c1nc(N)c2c(N)nc(SCC(=O)O)cc2c1C#N	-0.1	14	-0.1	13
O=C(Cc1ccccc1)NC1(C(F)(F)F)C(=O)Nc2c1c(=O)[nH]c(=O)n2-c1ccccc1 (stereo not given)	0.3	9	-1.1	-2
[O-]/[N+](=C\c1ccccc1)C1CCCCC1/[N+]([O-])=C/c1ccccc1 (stereo not given)	0.1	11	1.0	6
COc1ccc(OC)c(NC(=S)NCc2ccccc2OC)c1	-0.3	1	0.9	9
O=C(CCCn1c2ccccc2c(=O)c2ccccc21)Nc1cccnc1Cl	0.1	-9	4.8	3
COC(=O)c1ccccc1N1C(=N)SCC1=O	0.0	5	0.2	4
CCOC(=O)C1=C(C)N=c2s/c(=C/c3ccc(N4CCOCC4)o3)c(=O)n2C1c1cccs1 (stereo not given)	0.0	5	1.3	-1
CCC1CCCCN1C(=O)CCN1C(=O)c2ccccc2C1=O (stereo not given)	0.0	2	-2.3	-3
O=S(=O)(NCC1CCN(Cc2cccs2)CC1)c1ccccc1Cl	0.0	3	0.0	3
Cc1nnc(-c2cccc(NC(=O)C3CCN(Cc4ccc5c(c4)CCO5)CC3)c2)s1	-0.1	3	-0.5	3
Cn1cnnc1SCc1ccc(-c2nnc3n2CCCCC3)cc1	0.0	2	0.5	3
CSc1ccc(Cn2nnc(C(=O)Nc3ccc(F)c(F)c3)c2N)cc1	0.1	6	0.6	-6
N#Cc1c(-c2ccccc2)cc(-c2cccs2)nc1SCC(O)CS(=O)Cc1ccc(Cl)cc1 (stereo not given)	-0.1	13	0.8	1
Cc1sc2ncn(CC(=O)Nc3ccc(Oc4ccccc4)cc3)c(=O)c2c1S(=O)(=O)N1CCCCC1	0.0	3	2.0	-7
CN(CCc1ccccn1)C(=O)CCC1CCCN(C(=O)c2cnsn2)C1 (stereo not given)	0.0	-5	-0.7	9
COC(=O)CN1C(=O)C2(SC(NC(C)=O)=NN2C(C)=O)c2ccccc21 (stereo not given)	-0.1	8	0.3	-3
CN1C(=O)[C@H]2CN(C(=O)c3ccc(C(F)(F)F)cc3)CCN2C(=O)[C@@H]1Cc1ccccc1	0.0	-2	-0.5	4
OCCN1CCN(Cc2ccc3c(c2)Cc2ccccc2-3)CC1	-0.1	-4	2.5	-9

Screening data deposited in PubChem BioAssay by The Scripps Research Institute Molecular Screening Center.
